ABCB6 inh 2: inhibitors of human ABC transporter ABCB6. Q9NP58. K562-ABCB6 porphyrin accumulation, flow cytometry, 1 h; hits give low values. fluorescence ratio to DMSO, % at 10 µM. 0.19% of 360,000 active. AID 602162;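 active means fluorescence ratio to DMSO below 75%, the collection mean minus 3 SD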;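 further: signal is porphyrin accumulated inside mitochondria; 100% equals median channel fluorescence of DMSO control wells; lower ratio means ABCB6 inhibition with less porphyrin fluorescence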
CaV13 ICDI inh: Primary screen for inhibitors of IQ motif and Ca2+-dependent inactivation inhibitor domain binding in CACNA1D, Förster resonance energy transfer in living cells, …. HEK cells, CFP/YFP FRET ICDI-IQ, plate reader, 10 min; percent FRET-ratio fall versus neutral wells. inhibition, % at 12.3 µM. 0.098% of 340,000 active. AID 743397;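 active means mean replicate inhibition of at least 30% and at least 1% of replicates passing that level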;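 further: 0% = median of the neutral control wells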
MC4R antag cAMP: blocks human MC4R cAMP signaling | AID 540295 | MC4R-expressing cells, MTII-stimulated cAMP, LANCE TR-FRET | 0.48% of 360,000 active | P32245 | inhibition, % at 6.5 µM;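 active means inhibition above its plate's cutoff, the mean of tested wells on that plate plus 3 SD, cut at about 29% in these data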;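 further: 0% = Melanotan II alone and 100% = Melanotan II plus saturating MCL0020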
Target sequence (P32245 whole entry, looked up): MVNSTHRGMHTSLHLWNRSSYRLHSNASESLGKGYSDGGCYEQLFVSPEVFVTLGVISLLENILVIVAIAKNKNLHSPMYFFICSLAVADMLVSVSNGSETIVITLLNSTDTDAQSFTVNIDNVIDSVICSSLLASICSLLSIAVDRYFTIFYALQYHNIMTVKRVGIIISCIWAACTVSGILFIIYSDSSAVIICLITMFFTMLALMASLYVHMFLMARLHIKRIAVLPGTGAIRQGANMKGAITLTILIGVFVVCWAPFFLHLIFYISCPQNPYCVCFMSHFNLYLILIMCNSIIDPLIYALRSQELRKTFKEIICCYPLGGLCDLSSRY
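Assay system: U2OS-MC4R stable cell line; Also added: Melanotan II; Technique: Eu-cAMP/anti-cAMP TR-FRET, emission 671 nm; Times: 30-min compound, 1-h challenge, 1-h detection, room temperature.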
H9c2 protect: myocardial damage modulation in H9c2 cells; H9c2 cardiomyocytes, H2O2 injury protection, ATPLite, 2 h; AID 588492; protection from H2O2 cell death, % at 20 µM; 0.63% of 360,000 active;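 active means compounds giving at least 50% protection of heart cells from peroxide-induced death in the single-dose screen, raw or plate-pattern-corrected value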;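 further: 0% = DMSO wells with peroxide and 100% = DMSO wells without peroxide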
MC4R ag barr: human MC4R agonism via beta-arrestin; P32245; U2OS MC4R beta-arrestin complementation, luminescence; percent of melanotan II response, DMSO zero; activation, % at 8.9 µM; 0.98% of 360,000 active; AID 540308;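 active means activation above a per-plate cutoff, the mean activation of sample wells on that plate plus 3 SD, cut at about 8% in these data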
PDI turbidity: PDI (human) enzyme inhibition; P07237; 0.052% of 350,000 active; inhibition, % at 10 µM; PDI insulin aggregation turbidity, A650, 90 min;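 active means mean inhibition across replicates of 30% or more, whatever share of single replicates reach that level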;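 further: absorbance from insulin aggregation driven by PDI reduction with DTT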
N-glyco inh: blocks N-linked glycosylation in D54 reporter cells; 0.23% of 360,000 active; reporter increase, % at 12.5 µM; D54 ERlucT glycosylation luciferase reporter, 24 h; percent of 100 nM tunicamycin response;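 active means mean luciferase reporter signal, scaled so untreated is 0 and the glycosylation-blocking control 100, at or above a set limit in every replicate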;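 further: luciferase carries N-glycosylation sites so blocking glycosylation raises the light; 0% = median of neutral control wells and 100% = median of 100 nM tunicamycin wells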
Exocytosis inh: lytic granule exocytosis inhibition; inhibition, % at 10 µM; AID 651702; 0.66% of 360,000 active; TALL-104 LAMP-1 surface exposure, flow cytometry; cells stimulated with thapsigargin and PMA;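 active means inhibition above about 55%, limit read from the data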
m5-HT2A agonist: agonists of mouse serotonin 5-HT2A receptor (HTR2A); P35363; CHO-K1 mHTR2A beta-arrestin complementation, luminescence; percent of 30 µM serotonin response; activation, % at 7.6 µM; 0.66% of 360,000 active; AID 624169;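 active means activation above a run cutoff, the mean activation of all tested compounds plus 3 SD, cut at about 14% in these data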;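 further: 0% = plate median of compound wells and 100% = 30 µM serotonin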
Target sequence (P35363 whole entry, looked up): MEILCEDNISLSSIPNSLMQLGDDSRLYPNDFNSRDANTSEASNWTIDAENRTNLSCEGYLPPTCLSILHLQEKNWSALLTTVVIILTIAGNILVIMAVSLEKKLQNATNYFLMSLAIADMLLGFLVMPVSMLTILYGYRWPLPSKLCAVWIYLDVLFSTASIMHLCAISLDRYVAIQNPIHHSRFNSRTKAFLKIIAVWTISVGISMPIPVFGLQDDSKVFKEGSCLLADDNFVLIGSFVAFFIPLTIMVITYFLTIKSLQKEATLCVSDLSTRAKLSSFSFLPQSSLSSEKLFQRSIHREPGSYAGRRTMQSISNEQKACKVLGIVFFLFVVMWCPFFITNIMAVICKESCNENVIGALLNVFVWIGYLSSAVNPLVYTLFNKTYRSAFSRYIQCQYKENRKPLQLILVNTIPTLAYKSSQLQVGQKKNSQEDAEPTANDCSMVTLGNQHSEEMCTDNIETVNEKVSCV
ABHD5 PLIN5 PPI: blocks binding of human ABHD5 to perilipin-5 | AID 602281 | inhibition, % at 4 µM | 0.78% of 360,000 active | Split G. princeps luciferase complementation, luminescence, 4 h | Q00G26+Q8WTS1;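 active means inhibition above the mean inhibition across every tested compound plus 3 SD, cut at about 22% in these data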;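 further: 0% = DMSO only wells and the 100% control is not disclosed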
* marks the source's active call; other numbers are inactive results; nt = no result given.

Order of values: ABCB6 inh 2, CaV13 ICDI inh, MC4R antag cAMP, H9c2 protect, MC4R ag barr, PDI turbidity, N-glyco inh, Exocytosis inh, m5-HT2A agonist, ABHD5 PLIN5 PPI
- CCn1c(=O)n(CC)c2cc(N3CCCC3)c(NC(=O)c3c(F)cccc3F)cc21
  94, -6, -4, 4, -0.5, 0, 12, -4, -8, 6
- CCOC(=O)c1cnc(SCC(=O)Nc2ccccc2C(=O)OC)nc1N
  96, -9, 8, -28, -0.7, 18, -3, 0, 3, -3
- CCCCCC(=O)Nc1cccc(C2=NOC3(C2)C[C@H](C(N)=O)N(C(=O)COc2ccc(Cl)cc2)C3)c1 (some centres undefined)
  101, -11, 8, -3, -0.7, 1, -2, -11, 22*, 0
- Cc1ccc(C(=O)N/C(=C\c2cccnc2)c2nc3ccccc3[nH]2)cc1
  92, -11, 10, 2, 0.6, 7, 3, 3, -1, -1
- CC(NS(C)(=O)=O)C(c1cccs1)N1CCN(C)CC1 (centres undefined)
  98, -11, 0, 0, -2.0, -4, 2, 1, 0, 3
- CC(=O)N1CCN(C(=O)c2ccc(Oc3ccccc3)cc2)CC1
  103, -3, 5, -2, 0.2, 0, 1, 1, 0, -6
- Cc1ccc(NCCC(=O)c2cccs2)cc1C
  92, -2, -5, -13, 0.2, -2, -11, -3, -2, 9
- CCN(CC)c1ccc(/C=N/NC(=S)NC)c(O)c1
  164, -4, -4, 30, -1.3, 3, -6, 3, 0, 0
- Cc1cc(C)nc(NS(=O)(=O)c2ccc(NC(=O)c3ccc(S(=O)(=O)N4CC(C)OC(C)C4)cc3)cc2)n1 (centres undefined)
  99, -6, -5, 2, -1.6, -1, 0, -5, -1, -4
- Cc1ccc(NC(=O)C2CC2)cc1S(=O)(=O)N1CCOCC1
  100, -15, -1, 4, -1.2, 0, 0, -1, 3, -2
- COc1ccc(/C=N/NC(=O)c2cccc(NC(=O)c3ccc(Cl)cc3)c2)c(OC)c1
  100, -4, 5, 14, -2.2, -2, -1, 6, 0, -3
- Cc1ccc(NC(=O)CCC(=O)N/N=C/c2cccnc2)cc1
  98, -3, -3, 1, -1.0, 15, -1, -2, -1, 0
- COc1ccc(CNC(=O)N2CCN(c3ccccc3OC)CC2)cc1
  100, -18, 9, 0, -2.0, 2, 0, 11, -4, -1
- O=C(NCc1ccc2c(c1)OCO2)C(=O)NCC1OCCCN1S(=O)(=O)c1ccccc1 (centres undefined)
  95, -17, 16, 4, 0.4, -2, 4, 2, -3, -7
- COc1cccc(NC(=O)CN(C)C(=O)c2c(-c3ccccc3)noc2C)c1
  96, -5, -4, 0, 1.1, -3, 0, 5, 6, 0
- COC(=O)CSc1nc(SCc2ccc(C)cc2)nc2c1CCCC2
  99, nt, 2, -12, -2.1, 6, 1, -3, -6, -7
- N#Cc1ccc(-c2ccc(OCC3CNC(=O)O3)cc2)cc1 (centres undefined)
  99, -7, 3, -16, -2.1, -3, 0, 3, 2, 3
- Cc1nn(Cc2c(Cl)cccc2Cl)c(C)c1NC(=O)c1cnn2c(C(F)F)cc(-c3ccccc3)nc12
  94, -4, 10, 28, -0.9, 3, 1, 16, -2, 4
- CC(=O)Nc1ccc(NC(=O)CSc2nnc(C)n2-c2ccccc2)cc1
  99, -2, 7, 4, -1.5, 6, 1, 1, 2, 5
- CCOc1cccc2sc(N(CCN(C)C)C(=O)c3ccc(Br)s3)nc12
  100, -4, 2, 2, -1.9, 7, 4, -2, 1, 2
- Cc1cc(C)c(C(=O)CSc2nnc(N)s2)c(C)c1
  96, -7, 3, -1, -2.8, 1, 3, -3, 4, -2
- O=C(CSc1ccc2nnc(-c3ccncc3)n2n1)NCc1ccco1
  109, -7, 17, 10, 1.1, 1, -1, -1, 3, 0
- Cc1ccc(-n2c(C)cc3c2CC(C)(C)CC3=O)cc1C
  94, -6, 5, 1, -1.3, -19, 0, -4, -8, 3
- CCOC(=O)C1(C)C=C(Nc2ccc(O)cc2)C(=O)N1c1ccc(O)cc1 (centres undefined)
  87, -20, 6, 13, -2.6, 11, 1, 0, -2, -5
- O=C(Oc1ccc(/C=N/NC(=O)c2ccccn2)cc1)c1cccc(F)c1
  102, -9, -5, -2, -3.1, -6, -4, 1, 3, 1
- CN(CCO)c1cc(NCCCN2CCC(Cc3ccccc3)CC2)c2nonc2c1[N+](=O)[O-]
  92, -6, -5, 3, -1.4, -5, 4, 11, -7, 0
- Cc1cc(C(F)(F)F)c2c(N)c(C(=O)Nc3cc(C)on3)sc2n1
  96, -7, 7, -5, 0.2, 3, -2, -3, 9, 5
- CC(=O)c1cnc(-c2ccccc2)s1
  100, -4, 1, 0, -1.9, 2, 1, -2, 1, 5
- COc1cccc(CC2(CO)CCN(S(=O)(=O)c3ccc(OC)cc3OC)CC2)c1
  101, -19, 4, 8, -0.1, -2, -2, 14, 4, 2
- CCCNC(=O)C(Cc1ccc(I)cc1)NC(=O)c1ccc2ccccc2n1 (centres undefined)
  95, -11, 2, -3, 2.0, 7, -2, -5, 1, -1
- CCC1CCCCN1C(=O)CSc1nnc(-c2ccc(OC)cc2)o1 (centres undefined)
  101, -4, 6, -1, -1.7, nt, -2, -1, -1, 2
- Cc1ccc(NC(=O)[C@@H](NC(=O)c2cccc(S(=O)(=O)N3CCOCC3)c2)C(C)C)cc1C
  99, -5, 12, 4, 0.8, -2, -2, 0, 2, -7
- Cn1c(CO)nc2c3ccccc3ccc21
  97, -2, 4, -1, -0.5, 6, 2, 4, -1, -1
- COc1cccc(C(=O)N(C)CC(=O)Nc2ccc(F)c(F)c2F)c1
  92, -4, 2, 11, -0.5, 5, -2, -16, 2, -2
- O=C(NCCN1CCN(C(=O)c2ccccc2Cl)CC1)C(=O)NCc1ccccc1
  99, -2, 12, 2, -1.0, 13, 3, -4, -5, 9
- CCc1ccc(-c2nc(CS(=O)CC(=O)O)c(C)o2)cc1 (centres undefined)
  97, -6, 6, 7, -2.2, 1, 0, -2, -3, 3
- Cc1ccn(C(=O)c2ccc(NC(=O)CC(C)C)cc2)n1
  101, -5, 6, 0, 2.0, 15, 2, 2, 1, -1
- O=[N+]([O-])c1ccccc1/C=N/Nc1nnc(-c2ccccc2)c(-c2ccccc2)n1
  96, -10, 19, 0, -0.9, 9, 5, -2, 1, -3
- COC(=O)c1ccccc1NC(=O)c1ccc2c(c1)OCCCO2
  102, -3, 10, 0, 6.7, -14, 1, -1, 1, -9
- CCOC(=O)C1CCN(C(=O)C2CCN(S(=O)(=O)c3ccc4c(c3)CC(C)N4C(C)=O)CC2)CC1 (centres undefined)
  95, -7, -1, -2, 0.0, 5, 3, -1, 12, 5
- Cc1ccc(NS(=O)(=O)c2ccc(NC(=O)[C@@H]3CCCC[C@@H]3C(=O)O)cc2)c(C)c1
  99, -1, 1, -18, -1.2, 3, 0, 2, 5, 6
- CCOc1ccc(NC(=O)COn2nnc3ccc(S(=O)(=O)N4CCOCC4)cc32)cc1
  96, -4, 4, -7, -0.1, -9, 4, -3, 6, 5
- COc1cccc(N2C(=O)C3ON(c4ccccc4)C(c4cccs4)C3C2=O)c1 (centres undefined)
  98, -6, -2, 8, 1.3, -8, 0, -5, 1, 6
- CC1CN(CC(O)COC(c2ccc(Cl)cc2)c2ccc(Cl)cc2)CC(C)O1 (centres undefined)
  97, -18, 2, 2, 0.6, 6, -5, 1, -5, 10
- Cc1ccc(NS(=O)(=O)c2ccc(CCC(=O)NCc3cccnc3)cc2)cc1
  104, -2, 5, 5, 0.3, -2, 0, -2, -3, -4
- O=C(O)c1cc2c(cc1NC(=O)c1ccccc1C(F)(F)F)OCCCO2
  96, -4, 0, -7, -0.6, 12, 1, 8, 1, -3
- CN(Cc1c(C(=O)N/N=C/c2ccccc2O)nnn1-c1nonc1N)C1CCCCC1
  100, -5, 3, 43, 4.8, -4, -7, -3, -1, -1
- COc1ccc(S(=O)(=O)N2CCOCC2)cc1NC(=O)c1ccc(OCC(C)C)c(OC)c1
  96, -5, 7, -1, 1.0, 2, -2, 0, 2, 4
- COc1cccc(C(=O)C(CCC#N)c2ccccc2)c1 (centres undefined)
  102, -15, 0, -8, -0.4, 3, -1, -6, 6, 5
- CC1(C)CC(=O)C(/C=N/c2ccccn2)=C(O)C1
  97, -7, 7, -1, 1.8, -2, 0, 0, -1, 2

Additional entries follow:
Order of values: ABCB6 inh 2, CaV13 ICDI inh, MC4R antag cAMP, H9c2 protect, MC4R ag barr, PDI turbidity, N-glyco inh, Exocytosis inh, m5-HT2A agonist, ABHD5 PLIN5 PPI
- O=C(NCc1ccccc1)c1ccc(NC(=O)C2CCC2)cc1
  94, -7, -1, 6, -1.1, 1, 0, 0, -2, 4
- CC(C)c1ccc(O)c(NC(=S)NC(=O)CCc2ccccc2)c1
  94, 6, 1, -12, 8.0, 9, 0, -2, 0, -2
- CN(CC(=O)Nc1ccccc1Cl)C(=O)c1cccc(-n2cccc2)c1
  97, -15, 1, -3, -3.0, 4, 1, 13, 0, -7
- CCOC(=O)C1(Cc2cccc(F)c2)CCN(Cc2ccon2)CC1
  98, -4, 11, -5, 0.2, 2, 2, 2, -4, 6
- Cc1cc(C)n(-c2nc3ccccc3nc2N2CCN(S(=O)(=O)c3cccc(C#N)c3)CC2)n1
  94, -3, 4, 1, -2.0, 5, -3, 17, 2, 0
- COCC1CCN(Cc2cn[nH]c2-c2cc3ccccc3o2)C1 (centres undefined)
  96, -4, 6, 7, -1.6, -5, -2, -5, 4, 3
- COc1ccc(Nc2nnc(SCC(=O)NC(=O)Nc3ccc4c(c3)OCCO4)s2)cc1
  96, -7, 2, -6, 3.1, 9, -7, -3, 3, 2
- O=C1Nc2ccccc2C1=Nc1cccc([N+](=O)[O-])c1
  96, -4, 14, 2, -0.9, 1, 1, -10, -1, -8
- CCC(O)c1cc2c(cc1NC(=O)c1cccs1)OCCO2 (centres undefined)
  99, -5, 4, -2, -1.7, -4, 3, 2, 2, 9
- Cc1cc(C)n2cc(COc3ccc4ccccc4c3)nc2n1
  101, -3, 4, -11, -0.9, -1, -9, -3, 5, 1
- O=C1CNC(=O)/C1=C\N1CCN(C(c2ccccc2)c2ccccc2)CC1
  103, -5, -7, 4, 2.3, 0, 1, 0, -7, 3
- CCSc1ccc(C(=O)NCC(=O)O)cc1
  102, -21, 3, -1, 0.9, 20, 2, -1, 1, 3
- CCOc1ccc(N2C(=O)C3C(c4ccc(OC)cc4OC)NC(CCSC)(C(=O)OC)C3C2=O)cc1 (centres undefined)
  99, -4, 7, 2, -0.4, 3, 3, 2, 5, -6
- CC(=O)N1CCOCCOCCN(C(C)=O)CCOCCOCC1
  95, -9, 9, 13, -1.0, 6, 4, -1, 3, 0
- O=C(NCCCn1ccnc1)C1CCCN(S(=O)(=O)c2ccc(F)cc2)C1 (centres undefined)
  95, -7, 23, 3, -2.2, 4, 2, 12, 5, 3
- CCN(CC)C(=S)NC(=O)c1cccnc1
  97, -7, 2, 2, -1.2, 7, 0, 3, 1, 1
- Cc1ccc(Nc2nnc(C(C)(C)C)c(=O)n2N)cc1
  105, -10, -3, -6, 0.1, -5, -4, 7, -1, -4
- Cc1cc(NC(=O)CN2C(=O)NC(CC(C)C)C2=O)ccc1Br (centres undefined)
  94, -5, -9, -6, -2.3, 7, 18, -3, 0, 5
- COc1ccc(-n2c(C)nn(CC3CC3)c2=O)cc1
  95, 1, -2, 0, -2.2, 2, 0, 0, 0, 3

Screens as filed in PubChem.
